EPAC2 agonist = qHTS for Agonist of cAMP-regulated guanine nucleotide exchange factor 4 (EPAC2): primary screen | Potency, µM (doses to about 154 µM), for inactives: at the highest dose activation, most hits filed as activators | EPAC2 activation, biochemical qHTS; response scale: 100% = 6.5 mM cAMP response | 360,000 compounds, 0.079% hits; also: nearly all actives have a fitted effect of over 50% in size
Target sequence (Q8WZA2 whole entry, looked up): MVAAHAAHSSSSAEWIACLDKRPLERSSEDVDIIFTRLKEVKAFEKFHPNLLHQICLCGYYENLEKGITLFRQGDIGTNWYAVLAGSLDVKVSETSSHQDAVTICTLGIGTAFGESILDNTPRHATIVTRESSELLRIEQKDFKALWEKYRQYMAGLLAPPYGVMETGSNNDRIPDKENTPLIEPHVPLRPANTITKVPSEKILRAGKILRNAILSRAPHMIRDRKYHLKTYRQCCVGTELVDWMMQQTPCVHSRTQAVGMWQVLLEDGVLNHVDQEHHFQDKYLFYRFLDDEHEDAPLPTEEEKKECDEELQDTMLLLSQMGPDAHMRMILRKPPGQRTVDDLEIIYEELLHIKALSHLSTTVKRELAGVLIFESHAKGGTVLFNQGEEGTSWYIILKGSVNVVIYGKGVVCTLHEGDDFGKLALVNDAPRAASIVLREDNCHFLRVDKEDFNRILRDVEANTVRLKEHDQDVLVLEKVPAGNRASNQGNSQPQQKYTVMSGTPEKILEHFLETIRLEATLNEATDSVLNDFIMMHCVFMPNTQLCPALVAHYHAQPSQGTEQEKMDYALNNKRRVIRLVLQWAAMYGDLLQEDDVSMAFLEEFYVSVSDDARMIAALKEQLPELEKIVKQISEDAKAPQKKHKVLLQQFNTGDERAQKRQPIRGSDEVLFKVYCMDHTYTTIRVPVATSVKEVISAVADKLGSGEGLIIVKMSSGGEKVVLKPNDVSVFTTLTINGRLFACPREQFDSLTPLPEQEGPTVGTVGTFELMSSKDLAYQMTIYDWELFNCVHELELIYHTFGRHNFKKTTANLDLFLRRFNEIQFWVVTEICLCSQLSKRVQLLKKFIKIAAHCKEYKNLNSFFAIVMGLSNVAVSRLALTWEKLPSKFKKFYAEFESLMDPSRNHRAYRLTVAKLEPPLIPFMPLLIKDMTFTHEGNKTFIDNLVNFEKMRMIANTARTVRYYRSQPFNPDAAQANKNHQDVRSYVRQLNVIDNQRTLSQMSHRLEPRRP
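Fluorescence exchange assay: 100 nM EPAC2 with 250 nM RAP1B-BODIPY-GDP and 50 uM GDP; compounds tested as a concentration-titration series (qHTS). Loss of Rap1-bound BODIPY-GDP fluorescence read at 480/540 nm; data normalized to 6.5 mM cAMP.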
TDP43 rescue = qHTS of TDP-43 Inhibitors; TDP-43 expressing yeast growth rescue, BacTiter-Glo, 24 h; Potency, µM (titrated, usually from 46.1 µM), without a hit: at the highest dose growth rescue (activation), most hits filed as activators; 410,000 compounds, 1.8% hits; AID 652104, 2013; also: % of control where 0% means no effect; nearly all actives have a fitted effect of over 50% in size
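In this qHTS, compounds that restore growth of yeast expressing TDP-43 appear as activators. Cells (OD600=0.02, galactose medium, raffinose-pregrown) are incubated with compound 24 hr at 30 deg C and growth is quantified by BacTiter-Glo.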
PTHR1 ag = qHTS for PTHR1 Agonists: Primary Screen. 410,000 compounds, 0.075% hits. Parathyroid hormone/parathyroid hormone-related peptide receptor (Homo sapiens), Q03431. HEK293 GP2 PTHR1 cells, GloSensor cAMP luminescence, 1 h. Potency, µM (highest dose often 115 µM), for the others: at the top dose activation, most hits filed as activators; also: nearly all actives have a fitted effect of over 55% in size; some results filed as inactive show a strong effect at the top dose; inactives centre near -15; many of its hits are not listed in these tables
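HEK-293-derived GP2 cells expressing PTHR1 and a GloSensor cAMP reporter, 3,000/well, plated overnight, given luciferin plus IBMX (each 0.5 mM as added) for 1 h at 37 °C, then compound for 1 h at 37 °C. Luminescence was read after 15 min at room temperature.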
EPAC2 antagonist = qHTS for Antagonist of cAMP-regulated guanine nucleotide exchange factor 2 (EPAC2): primary screen. Rap guanine nucleotide exchange factor 4 (Homo sapiens), Q8WZA2. Potency, µM (highest dose often 114 µM), for inactives: top-dose activity, negative = inhibition, most hits filed as inhibitors. 360,000 compounds, 0.18% hits. AID 720708, 2013. EPAC2 GEF exchange of Rap1B-BODIPY-GDP, fluorescence; also: % is scaled to controls: 0 for no effect and ±100 for the full control effect; nearly all actives have a fitted effect of over 45% in size; many of its hits are not listed in these tables
EPAC1 ag = qHTS for Agonist of cAMP-regulated guanine nucleotide exchange factor 3 (EPAC1): primary screen; Rap guanine nucleotide exchange factor 3 (Homo sapiens), O95398; Potency, µM (top dose mostly 154 µM), for inactives: top-dose activation, usual class: activators; EPAC1 agonist qHTS, biochemical assay; response scale: 100% = response to 6.5 mM cAMP; AID 720707, 2013; 360,000 compounds, 0.073% hits; also: nearly all actives have a fitted effect of over 60% in size
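EPAC1 100 nM, Rap1B–BODIPY-GDP 250 nM, unlabeled GDP 50 uM; compound titration; 5 min RT; kinetic read ex480/em540 at 5-min intervals ×30 min; data normalized to 6.5 mM cAMP agonist control.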
FUS suppressor = qHTS for Suppressors of FUS Proteinopathy: Primary screen using FUS-linked yeast assay | 390,000 compounds, 0.24% hits | AID 1347120, 2019 | S. cerevisiae FUS-expressing, growth rescue, OD600, 24 h | Potency, µM (series often up to 76.6 µM), for the others: at the top dose growth rescue (activation), most hits filed as activators;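 also: plate controls were DMSO vehicle for no effect and reference control for full effect; nearly all actives have a fitted effect of over 55% in size; some results filed as inactive show a strong effect at the top dose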
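Steps: raffinose overnight preculture; dilution to OD 0.005 in 2% galactose minimal medium; compound addition (concentration series); 24hr at 30C, 99% humidity; absorbance read at 600 nm.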
EPAC1 antagonist = qHTS for Antagonist of cAMP-regulated guanine nucleotide exchange factor 3 (EPAC1): primary screen. 360,000 compounds, 0.14% hits. AID 720709, 2013. EPAC1 GEF assay, Rap1b-BODIPY-GDP exchange fluorescence. Potency, µM (series often up to 115 µM), for the others: at the highest dose activity change, negative = inhibition, actives largely listed as inhibitors;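 also: plate controls were vehicle for no effect and positive control for full effect; nearly all actives have a fitted effect of over 50% in size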
aSyn yeast inh = qHTS of alpha-syn Inhibitors. 370,000 compounds, 0.14% hits. Yeast expressing alpha-synuclein, growth rescue, BacTiter-Glo, 24 h. Potency, µM (titrated, usually from 46.1 µM), without a hit: top-dose growth rescue (activation), most hits filed as activators; also: % of control where 0% means no effect; nearly all actives have a fitted effect of over 65% in size
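Rescue of yeast growth: cells expressing toxic alpha-synuclein, induced in galactose at OD600 0.02, incubated with compound 24 h at 30 C. ATP luminescence quantified growth; inhibitors of toxicity appear as activators.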
Active calls of the source: *; i = inactive; ? = inconclusive; · = no result given; & = joins results of further samples; [ ] = another dose, or the depositor's remark. Calls follow the shape of the dose curve; as a rule, active = well fitted curve in the direction sought with a large enough effect; inconclusive = small, poorly fitted or top-dose-only effect, or another doubt; inactive = no such curve, though single readings can be large; an effect the other way counts as inactive or inconclusive. Potency is read from the fitted curve at half-maximal effect. Not all compounds are listed; rates above refer to the full screens.

The line under a structure holds: EPAC2 agonist | TDP43 rescue | PTHR1 ag | EPAC2 antagonist | EPAC1 ag | FUS suppressor | EPAC1 antagonist | aSyn yeast inh
> COC(=O)[C@]12CCCCC=C1N(Cc1ccc3c(c1)OCO3)C(=O)[C@H](CC(=O)NCCCN1CCCC1=O)C2
  0% | 16% | i | -1% | 0% | 22% | -17% | -8%
> COc1ccc(N2CCN(C(=S)Nc3ccc(F)cc3)CC2)cc1
  4% | 3% | -13% | -21% | -1% | -7% | -14% | -5%
> COc1cccc(Nc2ccc([N+](=O)[O-])c3nonc23)c1
  -7% | 18% | -14% | -3% | -1% | 7% | ? | -8%
> COc1ccccc1N1CCN(C(=O)c2ccc3c(c2)CCN3S(=O)(=O)c2ccccc2)CC1
  4% | ? | -27%&-95% | -10% | 20% | ? | -9% | -1%
> COc1ccc(C(CC(=O)c2ccccc2)CC(=O)c2ccccc2)cc1
  24% | -17% | -16% | -12% | 9% | 15% | 1% | 4%
> COc1cc(C(CC(=O)Nc2ccc(C)c(F)c2)N2Cc3ccccc3C2=O)cc(OC)c1OC (configuration not stated)
  · | 18% | i | · | · | -17% | · | 3%
> C=CCOc1ccccc1/C=N/NC(=O)Cc1ccc(C)cc1
  1% | 6% | i | -24% | 2% | -22% | -20% | 4%
> Cn1c(=O)c2c(ncn2CC(=O)Nc2nnc(Cc3ccccc3)s2)n(C)c1=O
  9% | 0% | i | 3% | 3% | -34% | -19% | 0%
> CCCCNC(=O)C(CC)(ONc1ccccc1C(F)(F)F)c1ccccc1 (configuration not stated)
  0% | -13% | -15% | -21% | -6% | 9% | -18% | 1%
> O=C(CSc1nnc(-c2cccnc2)n1Cc1ccccc1)N1CCOCC1
  15% | -17% | i | -1% | 1% | 5% | -2% | 7%
> Cc1cc(C)cc(NC(=O)N(CCC#N)Cc2cccs2)c1
  2% | -3% | i | 13% | -4% | -4% | 1% | -5%
> O=C(COC(=O)CNC(=O)c1ccc(Cl)cc1Cl)NC(=O)NCc1ccccc1
  -3% | -8% | -14% | 12% | -1% | · | 0% | -7%
> COc1ccc(CNCCC(c2ccccc2)C2CCOC(C)(C)C2)cc1 (configuration not stated)
  3% | 19% | -4% | -7% | 7% | 30% | -9% | 0%
> CCOC(=O)c1c2c([nH]c(=S)c1C#N)CCCC2
  3% | 22% | 1% | -2% | 5% | 33% | -19% | -4%
> CCOc1cc(C)c(Cl)cc1S(=O)(=O)N1CCCC1
  -3% | 17% | -13% | -5% | 5% | -40% | -29% | 4%
> CCOC(=O)c1sc(NC(=O)C2CC(=O)N(c3ccc(OCC)cc3)C2)nc1C (configuration not stated)
  1% | -7% | i | -3% | -1% | 10% | ? | 3%
> CC1CC(C)(C)CC2(C1)NC(=O)N(CC(=O)NC1CCCc3ccccc31)C2=O (configuration not stated)
  -5% | 25% | i | 4% | -8% | · | -9% | 2%
> O=C(OCC#CCSc1nnc(-c2cccc3ccccc23)o1)c1ccc2ccccc2c1
  5% | · | i | 11% | 4% | -18% | -1% | ·
> Cn1cc2ccc(N)cc2n1
  2% | 5% | i | 0% | 5% | 3% | -27% | ?
> CC(=O)c1cc2c(cc1NC(=O)Cc1ccsc1)OCO2
  9% | 26% | -9% | -7% | -6% | 14% | -16% | 3%
> CCn1cnc2cc(NC(=O)COc3ccc(C)cc3)ccc21
  -2% | -1% | -7% | 0% | -6% | 18% | -28% | 4%
> Cc1cc(NC(=O)c2cc(-c3ccc(O)cc3)on2)no1
  0% | 8% | 0% | 3% | -1% | -19% | -21% | -1%
> COc1cccc(CN(C)C[C@@H]2OCc3ccccc3-c3c(n(C)c4ccccc34)C(=O)N([C@@H](C)CO)C[C@H]2C)c1
  -6% | 18% | 24% | -20% | -14% | 15% | 13% | -8%
> O=S(=O)(c1ccccc1)C(/C=N\O)/C=C/c1ccccc1 (configuration not stated)
  16% | -3% | i | 9% | 10% | 9% | 1% | 6%
> Cc1cccc(N2C(=O)C(CC(=O)Nc3cccc(F)c3)N(CCc3ccncc3)C2=O)c1 (configuration not stated)
  1% | -14%[0.397 µM] | ? | 4% | 4% | -4%&-30% | -9% | 4%
> CC1C(=O)Nc2ccccc2N1C(=O)c1ccccc1 (configuration not stated)
  9% | -9% | -3% | 3% | 13% | 4% | -11% | 2%
> O=C(NC1CCCCC1)C1COc2ccccc2O1 (configuration not stated)
  1% | 19% | -8% | 1% | -1% | 6% | -12% | -10%
> CCN(Cc1ccc(Br)s1)C(=O)CSc1nnc(C2CC2)n1C1CC1
  -4% | 9% | i | -12% | 6% | 23% | -5% | ?
> CC1CCCN(C(=O)C2CCCN(S(=O)(=O)c3cccc4nsnc34)C2)C1 (configuration not stated)
  3% | -5% | i | 0% | 3% | 2% | 2% | 5%
> COCCn1c(C)cc(O)c(C(=O)Nc2cccc(Cl)c2)c1=O
  7% | 18% | -33%[inhibitor] | -4% | -1% | -5% | -6% | -12%
> CCCN(CC(=O)Nc1ccccc1C)C(=O)c1ccc(N2CCCC(C)C2)c([N+](=O)[O-])c1 (configuration not stated)
  -5% | -7% | -4% | -4% | 8% | 20% | -3% | 2%
> NC(=O)CN1C(=O)C(=O)N(Cc2ccc(F)cc2)C1=O
  6% | 6% | i | 6% | -6% | -49% | -1% | 3%
> C/C(=N\NC(=O)CC(C)C)c1ccc(Cl)c(Cl)c1
  -12% | -5% | i | 13% | -9% | 13% | 0% | -15%
> CC(=O)Nc1cccc(C(=O)OCC(=O)c2ccc(S(=O)(=O)N3CCCCC3)cc2)c1
  -10% | 16% | -95%[inhibitor] | -19% | -11% | 9% | ? | -8%
> Cc1ccc(SCCC(=O)OC(C(=O)NC(N)=O)C(C)C)cc1 (configuration not stated)
  4% | 12% | -2% | -10% | -4% | 8% | -1% | 12%
> O=C(NCc1ccc(Cl)cc1)Nc1ccc(F)cc1
  0% | 13% | -20% | -4% | 5% | 6% | 8% | -1%
> CCOC(=O)c1c(N)sc(=S)c2c1CCC2
  -5% | 16% | -7%[57.5 µM] | -5% | 4% | 42% | -10% | -9%
> CCn1c(CCC(=O)Nc2ccccc2F)nnc1SCC(=O)Nc1ccc(OC)cc1
  8% | -27% | 10% | 15% | -8% | 13% | -1% | -6%
> O=C(Nc1ccc2nn(-c3ccccc3)nc2c1)c1ccc2c(c1)OCCO2
  -2% | 10% | -31% | 2% | 11% | -6% | -2% | -12%
> NC(COCc1ccccc1)c1csc(Nc2ccc(C(=O)c3ccccc3)cc2)n1 (configuration not stated)
  14% | 17% | -58%[inhibitor] | 4% | 5% | 16% | -14% | -38%[inhibitor]
> Cc1ccc(C)c(Cn2c(CO)nc3ccccc32)c1
  -9% | 5% | -14% | -2% | 9% | -15% | -3% | 9%
> CC1=C(C(=O)N2CCCCCC2)CC(CC(=O)NC2CCCCC2)C(=O)N1Cc1ccc(C(C)(C)C)cc1 (configuration not stated)
  -2% | 11% | i | 9% | -2% | ? | -2% | -14%
> O=C(NCCc1ccccn1)C1CC(=O)N(Cc2ccccc2Cl)C1 (configuration not stated)
  -7% | 9% | -3%[57.5 µM] | 2% | -4% | 16% | 9% | -5%
> CCn1c(Cc2ccc(OC)cc2)nnc1SCC(=O)Nc1cccc(C(=O)OC)c1
  -2% | 0% | -27% | 2% | -7% | · | -15% | 3%
> Cc1ccc(C(=O)C(C)OC(=O)CNC(=O)c2ccc(Br)o2)cc1 (configuration not stated)
  -1% | -27% | -10% | 1% | 3% | 11% | -2% | 4%
> CC#CCN1c2ccccc2[C@]23C[C@@H](C(=O)OC)N=C2NC(C(=O)OC)=C(C(=O)OC)[C@H]13
  -2% | 6% | i | -20% | -14% | -4% | 0% | 3%
> Cc1csc(NC(=O)CSC2=NS(=O)(=O)c3ccccc3N2)n1
  -4% | 17% | -8% | -1% | 5% | 0% | -15% | 3%
> Cc1cccc(N(CC(=O)NC(C)(C)C)C(=O)CCC(=O)Nc2ccccn2)c1
  -6% | 5% | i | 6% | -2% | 9% | 10% | 4%
> O=C(c1cnn2c(C(F)F)cc(C3CC3)nc12)N1CCCC1
  9% | -6% | i | 0% | 5% | 5% | -8% | 1%
> CC(C)NC(=O)c1cc(-c2ccco2)nn1-c1ccc(Cl)cc1
  6% | ? | i | 0%[57.1 µM] | 0% | 22% | -3% | 10%
> O=C(C[C@H]1C(=O)N(Cc2cccnc2)C[C@@H]1Cc1ccccc1)Nc1ccc(Br)cc1
  1% | -2% | -40% | -14% | -7% | ? | 10% | 6%
> COc1cc(OC)c(OC)cc1CN1CCN(Cc2ccc(C(F)(F)F)cc2)CC1
  10% | 6% | -30% | -4% | 14% | -12% | -2% | -6%
> CC1(C(=O)OCC(=O)NCc2ccc(Cl)cc2)CC1(Cl)Cl (configuration not stated)
  2% | 14µM* | -15% | 4% | -3% | · | 14% | 10%
> COc1ccc(NC(=O)Nc2ccccc2C)c(OC)c1
  8% | -3% | i | -5% | 0% | -38% | -5% | 0%
> COc1ccc(NC(=O)CSc2nnc3n2CCCCC3)cc1
  4% | -25% | i | -2% | 8% | 4% | -23% | -7%
> COC(=O)C1C(=O)C2=C(CC1C)NC(=O)CC2c1cccc(C)c1 (configuration not stated)
  17% | -7% | i | 8% | -14% | -15% | -16% | 3%
> COc1ccc(N2CCN(CC(=O)Nc3sccc3C#N)CC2)cc1
  8% | ? | -4% | 7% | 3% | · | -2% | 0%

3 successive records from above, quoted:
The line under a structure holds: EPAC2 agonist | TDP43 rescue | PTHR1 ag | EPAC2 antagonist | EPAC1 ag | FUS suppressor | EPAC1 antagonist | aSyn yeast inh
> CC#CCN1c2ccccc2[C@]23C[C@@H](C(=O)OC)N=C2NC(C(=O)OC)=C(C(=O)OC)[C@H]13
  -2% | 6% | i | -20% | -14% | -4% | 0% | 3%
> Cc1csc(NC(=O)CSC2=NS(=O)(=O)c3ccccc3N2)n1
  -4% | 17% | -8% | -1% | 5% | 0% | -15% | 3%
> Cc1cccc(N(CC(=O)NC(C)(C)C)C(=O)CCC(=O)Nc2ccccn2)c1
  -6% | 5% | i | 6% | -2% | 9% | 10% | 4%
